Vif-A3G inh – Vif-A3G binding inhibition; 0.076% of 410,000 active; AID 602310; Potency, µM (series often up to 46.1 µM), without a hit: top-dose activity, negative = active, most hits filed as inhibitors; HeLa A3G-eYFP + Vif (tagged APOBEC3G with the HIV-1 protein that degrades it), YFP fluorescence, overnight; Q9HC16;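 also: potency is read from the fitted curve at half-maximal effect; % is scaled to controls: 0 for no effect and ±100 for the full control effect; nearly all actives have a fitted effect of over 60% in size; hits raise eYFP signal because A3G escapes Vif-driven loss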
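Read-out is eYFP fluorescence (Ex 488/Em 500-530) from Vif-expressing HeLa A3G-eYFP cells; more signal means A3G escaped Vif-mediated degradation. Cells plated overnight, compound pinned in, incubated overnight at 37 deg C.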
D1 ag – agonists of human D1 dopamine receptor. P21728. AID 504660. activation, % at 2 µM. 1% of 360,000 active. HEK293 T-REx D1 cells, calcium flux, agonist mode; in the data active = activation above about 30%; also: 0% is about no effect
Target sequence (P21728 whole entry, looked up): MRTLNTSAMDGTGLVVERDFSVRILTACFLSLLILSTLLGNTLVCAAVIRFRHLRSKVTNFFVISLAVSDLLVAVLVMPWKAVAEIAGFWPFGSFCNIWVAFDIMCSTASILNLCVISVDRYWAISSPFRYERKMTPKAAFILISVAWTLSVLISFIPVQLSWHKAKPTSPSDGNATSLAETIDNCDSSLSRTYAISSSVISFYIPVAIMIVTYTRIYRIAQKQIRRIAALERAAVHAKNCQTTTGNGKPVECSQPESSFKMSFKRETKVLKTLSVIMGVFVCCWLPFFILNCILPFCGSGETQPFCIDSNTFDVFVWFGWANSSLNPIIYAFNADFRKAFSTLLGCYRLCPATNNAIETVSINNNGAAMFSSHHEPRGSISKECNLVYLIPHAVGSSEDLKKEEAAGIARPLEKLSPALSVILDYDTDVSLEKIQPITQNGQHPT
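Inducible HEK293 T-REx D1 cells, force-coupled to calcium signalling, were plated at 4000 cells/well with tetracycline and held overnight at 30 C. After no-wash calcium dye loading, compound-evoked calcium rise over 180 s flagged agonists.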
Vif-APOBEC3F blk – Vif-A3F binding inhibition; HeLa A3F-eYFP + Vif (tagged APOBEC3F with the HIV-1 protein that degrades it), YFP fluorescence increase; Potency, µM (top dose mostly 46.1 µM), without a hit: top-dose activity, negative = active; 0.2% of 390,000 active; also: potency is read from the fitted curve at half-maximal effect; % of control where 0% means no effect; nearly all actives have a fitted effect of over 65% in size
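Fluorescence increase (Ex 488/Em 500-530) after overnight compound treatment at 37 deg C flags inhibition of Vif-driven A3F-eYFP loss in stable HeLa A3F-eYFP/Vif cells seeded overnight beforehand.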
D1 antagonist – human D1 dopamine receptor antagonism; AID 504652; HEK293 TREx D1 cells, calcium flux, dopamine EC80; hits give low values; 3.2% of 360,000 active; activity change, negative = inhibition, % at 10 µM; in the data active = activity change below about -30%; also: % is scaled to controls: 0 for no effect and ±100 for the full control effect
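Using tetracycline-induced force-coupled D1 Hek293 cells and a calcium dye, signals were followed for 180 s after compound, then for 180 s after EC80 dopamine, to detect inhibitors.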
D2 PAM – positively modulates the human D2 dopamine receptor allosterically. P14416. HEK293 T-REx D2, calcium flux, EC20 dopamine potentiation. potentiation, % at 10 µM. 0.34% of 340,000 active. AID 485347;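 active = potentiation over 3 SD above the plate norm, cut at about 30% in these data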; also: 0% is about no effect
Target sequence (P14416 whole entry, looked up): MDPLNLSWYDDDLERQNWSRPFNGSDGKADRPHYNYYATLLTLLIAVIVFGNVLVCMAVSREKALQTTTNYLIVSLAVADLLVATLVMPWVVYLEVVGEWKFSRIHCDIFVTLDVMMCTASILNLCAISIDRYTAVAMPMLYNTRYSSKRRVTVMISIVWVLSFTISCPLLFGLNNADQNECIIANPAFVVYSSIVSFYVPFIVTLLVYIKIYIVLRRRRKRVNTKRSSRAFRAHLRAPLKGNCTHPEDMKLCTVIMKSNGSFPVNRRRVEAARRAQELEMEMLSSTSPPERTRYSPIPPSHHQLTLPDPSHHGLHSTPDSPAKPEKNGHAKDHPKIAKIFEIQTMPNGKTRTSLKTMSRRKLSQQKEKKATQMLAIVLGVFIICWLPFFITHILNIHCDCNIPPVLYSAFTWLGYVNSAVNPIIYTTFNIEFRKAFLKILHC
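Calcium flux readout, no-wash dye, 1 read/s. Inducible HEK293 Trex D2 line, overnight 30 C. Compound alone 180 s (agonist flags), then EC20 dopamine, another 180 s to score potentiation.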
RXFP1 ag – activates the human relaxin receptor RXFP1; 0.3% of 370,000 active; Potency, µM (series often up to 57.5 µM), without a hit: top-dose activation, usual class: activators; Q9HBX9; HEK293T-RXFP1 cAMP TR-FRET, 30 min; response scale: percent of porcine relaxin response, buffer zero; also: potency is read from the fitted curve at half-maximal effect; % is scaled to controls: 0 for no effect and ±100 for the full control effect; nearly all actives have a fitted effect of over 60% in size; many of its hits are not listed in these tables
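cAMP rise read by TR-FRET after 30 min, 37C compound exposure (up to 58 uM) in RXFP1-transfected HEK293 cells with Ro 20174 present. EC50 from Hill-equation fits, with 29 nM porcine relaxin as 100% and buffer as basal.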
Glioma ERSR ind – ER stress response induction in glioma. U87-MG GRP78 promoter luciferase reporter, 16 h. Potency, µM, for inactives: at the top dose activation, usual class: activators. 0.02% of 420,000 active; also: potency is read from the fitted curve at half-maximal effect; series mostly up to about 76 µM; % of control where 0% means no effect; nearly all actives have a fitted effect of over 35% in size
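Stably transfected U87-MG glioma cells carrying a GRP78-based luciferase sensor; 16 h compound incubation. Luminescence end-point read 10 min after Bright-Glo addition at room temperature.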
D1 PAM – human D1 dopamine receptor positive modulation | P21728 | 0.036% of 360,000 active | potentiation, % at 10 µM | HEK293 TREx D1 cells, calcium flux, dopamine EC20 potentiation | AID 504651; in the data active = potentiation above about 30%; also: 0% is about no effect
LDHA inh – inhibitors of human lactate dehydrogenase A; P00338; purified LDHA, NADH/diaphorase-resazurin fluorescence; hits give low values; 0.15% of 480,000 active; activity change, % (values are at about 110 or 230 µM); in the data active = activity change below about -30%; inconclusive = mostly about -25% to -30%;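 also: plate controls were DMSO wells for no effect and wells without enzyme for full effect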
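Remaining NADH was detected by diaphorase (0.133 mg/mL) converting 37 µM resazurin to fluorescent resorufin, read at 0 and 20 minutes. The preceding 5-minute room-temperature reaction used 2 nM LDHA, 0.2 mM sodium pyruvate and 0.06 mM NADH at pH 7.4.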
The depositor's hits bear a star. Unless noted, calls follow the shape of the dose curve; as a rule, active = well fitted curve in the direction sought with a large enough effect; inconclusive = small, poorly fitted or top-dose-only effect, or another doubt; inactive = no such curve, though single readings can be large; an effect the other way counts as inactive or inconclusive.

What do the screens show for `COc1cccc(NC(=O)C(=O)NCCc2csc(-c3ccc(C)cc3)n2)c1`?
Vif-A3G inh: 1%; D1 ag: 11; Vif-APOBEC3F blk: -3%; D1 antagonist: 8; D2 PAM: 11; RXFP1 ag: -2.3%; Glioma ERSR ind: -1%; D1 PAM: -5; LDHA inh: 1

Results for CCCS(=O)(=O)c1c(S(=O)(=O)CCC)c2c(N)cccn2c1C(=O)c1ccc(OC)cc1 ?
Vif-A3G inh: -7%; D1 ag: 0; Vif-APOBEC3F blk: -26%; D1 antagonist: 11; D2 PAM: 0; RXFP1 ag: 0.4%; Glioma ERSR ind: -5%; D1 PAM: 2; LDHA inh: 25

What do the screens show for `CCOCC(=O)Nc1cc(C(=O)Nc2cccc(C)c2C)ccc1Cl`?
Vif-A3G inh: 1%; D1 ag: 0; Vif-APOBEC3F blk: -3%; D1 antagonist: -18; D2 PAM: -5; RXFP1 ag: 1.3%; Glioma ERSR ind: 1%; D1 PAM: 6; LDHA inh: -6

What do the screens show for `CCCCC(=O)Nc1ccccc1N1CCOCC1`?
Vif-A3G inh: -1%; D1 ag: -1; Vif-APOBEC3F blk: inconclusive; D1 antagonist: -2; D2 PAM: 0; RXFP1 ag: 0.1%; Glioma ERSR ind: -2%; D1 PAM: -4; LDHA inh: -7

How did Cc1ccc(S(=O)(=O)N2CCN(CC(=O)NC(=O)NCc3ccco3)CC2)cc1C do in these assays?
Vif-A3G inh: -17%; D1 ag: 2; Vif-APOBEC3F blk: 4%; D1 antagonist: -13; RXFP1 ag: 0.5%; Glioma ERSR ind: -5%; D1 PAM: -8; LDHA inh: -6

What do the screens show for `O=C(NCc1ccccn1)C1CCN(S(=O)(=O)N2CCC3(CC2)OCCO3)CC1`?
Vif-A3G inh: 1%; D1 ag: 2; Vif-APOBEC3F blk: -12%; D1 antagonist: -12; D2 PAM: -6; RXFP1 ag: 2.9%; Glioma ERSR ind: -3%; D1 PAM: -1; LDHA inh: -6

How did CCc1nc(NCCO)c(C#N)c2c1CCCC2 do in these assays?
Vif-A3G inh: -7%; D1 ag: 1; Vif-APOBEC3F blk: 3%; D1 antagonist: -6; D2 PAM: 10; RXFP1 ag: -3.7%; Glioma ERSR ind: -4%; D1 PAM: -3; LDHA inh: -18

Results for COc1ccc(-c2ccc([C@H]3[C@H]4C=CC[C@@H](C)[C@@H]4C(=O)N3Cc3ccccc3)c(F)c2)cc1 ?
Vif-A3G inh: -1%; D1 ag: 7; Vif-APOBEC3F blk: 4%; D1 antagonist: -8; D2 PAM: -6; RXFP1 ag: 1.2%; Glioma ERSR ind: -7%; D1 PAM: 5; LDHA inh: -2

How did CCCc1c(C(=O)N/N=C(\C)c2ccc(CC(C)C)cc2)nnn1-c1nonc1N do in these assays?
Vif-A3G inh: -3%; Vif-APOBEC3F blk: -13%; Glioma ERSR ind: 2%; LDHA inh: -10

How did O=C(NCCN1CCN(Cc2ccc([N+](=O)[O-])cc2)CC1)C(=O)Nc1ccccc1 do in these assays?
Vif-A3G inh: -4%; D1 ag: 2; Vif-APOBEC3F blk: -4%; D1 antagonist: -1; D2 PAM: -5; RXFP1 ag: 1.0%; Glioma ERSR ind: -4%; D1 PAM: 0; LDHA inh: -3

How did CCc1nc(C(N)=O)c2[nH]c(=O)n(-c3ccc(OC)cc3OC)c2n1 do in these assays?
Vif-A3G inh: 0%; D1 ag: 2; Vif-APOBEC3F blk: 7%; D1 antagonist: 8; D2 PAM: 0; RXFP1 ag: 0.2%; Glioma ERSR ind: -2%; D1 PAM: 5; LDHA inh: 0

What do the screens show for `O=C(O)c1ccc(-n2nnnc2Oc2cccc3cccnc23)cc1`?
Vif-A3G inh: 1%; D1 ag: -2; Vif-APOBEC3F blk: -14%; D1 antagonist: -2; RXFP1 ag: 0.0%; Glioma ERSR ind: -2%; D1 PAM: -5; LDHA inh: -6

How did Cc1cccc(N2CC(C(=O)Nc3ccc4c(c3)OCCO4)CC2=O)c1C (centres undefined) do in these assays?
Vif-A3G inh: -4%; D1 ag: 1; Vif-APOBEC3F blk: 6%; D1 antagonist: 6; D2 PAM: -3; RXFP1 ag: -3.1%; Glioma ERSR ind: -6%; D1 PAM: 0; LDHA inh: -12

How did CCCCc1cc(=O)oc2cc(OC3CCCCC3=O)ccc12 (centres undefined) do in these assays?
Vif-A3G inh: 0%; D1 ag: 0; Vif-APOBEC3F blk: -2%; D1 antagonist: -6; D2 PAM: 4; RXFP1 ag: -0.1%; Glioma ERSR ind: 3%; D1 PAM: 0; LDHA inh: 1

Results for OC1(c2cccnc2)CCN(Cc2nnnn2Cc2ccccc2)CC1 ?
Vif-A3G inh: 5%; D1 ag: 2; Vif-APOBEC3F blk: 4%; D1 antagonist: 0; RXFP1 ag: 0.5%; Glioma ERSR ind: -2%; D1 PAM: 3; LDHA inh: -3

How did COc1cc(C2(O)CCCCC2C)cc(OC)c1OC (centres undefined) do in these assays?
Vif-A3G inh: -5%; D1 ag: 3; Vif-APOBEC3F blk: -4%; D1 antagonist: -3; D2 PAM: -6; RXFP1 ag: 0.4%; Glioma ERSR ind: -4%; D1 PAM: -3; LDHA inh: -1

What do the screens show for `O=C(CSc1nc(-c2ccccc2Cl)ns1)c1ccc(Cl)cc1`?
Vif-A3G inh: -3%; D1 ag: 8; Vif-APOBEC3F blk: -23%; D1 antagonist: -3; D2 PAM: 0; RXFP1 ag: 0.3%; Glioma ERSR ind: -1%; D1 PAM: 2; LDHA inh: -2

What do the screens show for `CCOc1cc(CNCCO)c(Cl)cc1OCC(=O)NCCc1ccccc1`?
Vif-A3G inh: 2%; D1 ag: 2; Vif-APOBEC3F blk: 0%; D1 antagonist: 11; D2 PAM: 2; RXFP1 ag: -0.9%; Glioma ERSR ind: -4%; D1 PAM: 6; LDHA inh: -9

How did Cc1cccc(N/N=C2/COC(C)(C)CC2=O)c1 do in these assays?
Vif-A3G inh: 0%; D1 ag: 3; Vif-APOBEC3F blk: -6%; D1 antagonist: 10; D2 PAM: -9; RXFP1 ag: -0.1%; Glioma ERSR ind: -5%; D1 PAM: -4; LDHA inh: 1

What do the screens show for `Cc1cn(CC2COC(C)(C)O2)c(=O)[nH]c1=O` (centres undefined)?
Vif-A3G inh: 1%; D1 ag: 3; Vif-APOBEC3F blk: -6%; D1 antagonist: -30*; D2 PAM: -3; RXFP1 ag: -0.1%; Glioma ERSR ind: 0%; D1 PAM: -3; LDHA inh: -7

How did CCOc1ccc(OCCC(=O)N2CCc3cc(OC)c(OC)cc3C2)cc1 do in these assays?
Vif-A3G inh: 0%; D1 ag: 1; Vif-APOBEC3F blk: -19%; D1 antagonist: -6; D2 PAM: -5; RXFP1 ag: -1.6%; Glioma ERSR ind: 0%; D1 PAM: 0; LDHA inh: -4

How did CC1(C)Cc2c(cnn2-c2ccccc2)C(NC(=O)CCCN2CCCCC2=O)C1 (centres undefined) do in these assays?
Vif-A3G inh: 3%; D1 ag: 1; Vif-APOBEC3F blk: -5%; D1 antagonist: -4; D2 PAM: 20; RXFP1 ag: 0.7%; Glioma ERSR ind: -2%; D1 PAM: 3; LDHA inh: -3

What do the screens show for `CC(C)(C)c1ccc(S(=O)(=O)N2CCN(CCC#N)CC2)cc1`?
Vif-A3G inh: 3%; D1 ag: -1; Vif-APOBEC3F blk: 2%; D1 antagonist: -8; D2 PAM: -5; RXFP1 ag: 0.7%; Glioma ERSR ind: -4%; D1 PAM: -3; LDHA inh: 1

Results for COc1ccc(-c2cc(C(=O)NC3CCCCC3)no2)cc1OC ?
Vif-A3G inh: 8%; D1 ag: 2; Vif-APOBEC3F blk: -3%; D1 antagonist: -7; D2 PAM: 3; RXFP1 ag: -0.1%; Glioma ERSR ind: 1%; D1 PAM: -9; LDHA inh: -8

Results for COc1cccc(CN(C)C(=O)c2ccc(S(=O)(=O)Nc3ccccc3F)cc2)c1OC ?
Vif-A3G inh: 0%; D1 ag: 1; Vif-APOBEC3F blk: -3%; D1 antagonist: 2; D2 PAM: -2; RXFP1 ag: 0.4%; Glioma ERSR ind: -3%; D1 PAM: -6; LDHA inh: -13

Results for CCN(CC)CCn1cnc2c([nH]c3cccc(OC)c32)c1=O ?
Vif-A3G inh: 0%; D1 ag: 3; Vif-APOBEC3F blk: -8%; D1 antagonist: -1; D2 PAM: 1; RXFP1 ag: 1.2%; Glioma ERSR ind: 2%; D1 PAM: 2; LDHA inh: 1

How did CCCOc1ccc(C(=O)CCC(=O)OCC(=O)Nc2cc(C)on2)cc1 do in these assays?
D1 ag: 3; D1 antagonist: -4; D2 PAM: 9; RXFP1 ag: 0.6%; D1 PAM: -5

How did COc1ccc(-c2nc(SC(CC(=O)NCCO)c3cccs3)n[nH]2)cc1 (centres undefined) do in these assays?
Vif-A3G inh: 1%; D1 ag: 1; Vif-APOBEC3F blk: 4%; D1 antagonist: -20; D2 PAM: 1; RXFP1 ag: -0.4%; Glioma ERSR ind: -4%; D1 PAM: 0; LDHA inh: -4

How did CC(=O)c1nn(-c2ccc(Cl)cc2)cc1C(=O)c1ccccc1 do in these assays?
Vif-A3G inh: -13%; Vif-APOBEC3F blk: -2%; Glioma ERSR ind: -1%; LDHA inh: -2

How did Cc1ccc(-c2ccc(CCC(=O)O)n2NC(N)=S)cc1 do in these assays?
Vif-A3G inh: 0%; D1 ag: 0; Vif-APOBEC3F blk: 3%; D1 antagonist: 18; D2 PAM: 4; RXFP1 ag: -0.1%; Glioma ERSR ind: -4%; D1 PAM: 1; LDHA inh: -2

What do the screens show for `O=C(OCC1CC(c2ccccc2)=NO1)c1ccc(Br)cc1` (centres undefined)?
Vif-A3G inh: -1%; D1 ag: 5; Vif-APOBEC3F blk: 2%; D1 antagonist: 4; D2 PAM: -5; RXFP1 ag: -0.3%; Glioma ERSR ind: -3%; D1 PAM: -4; LDHA inh: -4

Screening results from PubChem BioAssay.

This is a subset (hit frequency here may not be typical).
